High-throughput results deposited in PubChem BioAssay by several laboratories.
PP1 inh: PP1-alpha (human) inhibition in PP5 counter-screen; 320,000 compounds, 0.9% hits; inhibition, % at 6.7 µM; AID 2235; purified PP1alpha, OMFP fluorescence;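 active = inhibition above the mean inhibition of all tested compounds plus 3 SD, computed separately for each screening campaign, cut at about 15% in these data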
proCasp3 act: activates human procaspase-3; P42574; recombinant procaspase-3 D3A, Ac-DEVD-pNA absorbance 405 nm; activation, % at 8.5 µM; 330,000 compounds, 0.11% hits;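 active = activation above the mean of all tested compounds plus 3 SD, cut at about 21% in these data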;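 note: 0% = DMSO alone and 100% = DMSO wells spiked with extra 5 µM PC-3 D3A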
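System: Procaspase-3 D3A mutant. Medium: Zinc-free 300 mM NaCl, 50 mM HEPES, 0.01% Triton X-100. Schedule: 1 h preincubation plus 2 h reaction at 25 °C. Measured by: 405 nm absorbance of p-nitroaniline, reads at 0 and 120 min. Read-out: percent activation relative to control range.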
GRK2 aptamer HTS: blocks RNA aptamer binding to human GRK2; P25098; bead flow cytometry, FAM-aptamer displacement from GRK2; inhibition of aptamer binding, % at 10 µM; 330,000 compounds, 0.59% hits; AID 488847;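 active = inhibition of aptamer binding above 40%, roughly 3 SD of noise, on plates passing a quality check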;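 note: median bead fluorescence of bound FAM aptamer so fluorescent compounds give negative values; no value below 0 was filed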
Target sequence (P25098 whole entry, looked up): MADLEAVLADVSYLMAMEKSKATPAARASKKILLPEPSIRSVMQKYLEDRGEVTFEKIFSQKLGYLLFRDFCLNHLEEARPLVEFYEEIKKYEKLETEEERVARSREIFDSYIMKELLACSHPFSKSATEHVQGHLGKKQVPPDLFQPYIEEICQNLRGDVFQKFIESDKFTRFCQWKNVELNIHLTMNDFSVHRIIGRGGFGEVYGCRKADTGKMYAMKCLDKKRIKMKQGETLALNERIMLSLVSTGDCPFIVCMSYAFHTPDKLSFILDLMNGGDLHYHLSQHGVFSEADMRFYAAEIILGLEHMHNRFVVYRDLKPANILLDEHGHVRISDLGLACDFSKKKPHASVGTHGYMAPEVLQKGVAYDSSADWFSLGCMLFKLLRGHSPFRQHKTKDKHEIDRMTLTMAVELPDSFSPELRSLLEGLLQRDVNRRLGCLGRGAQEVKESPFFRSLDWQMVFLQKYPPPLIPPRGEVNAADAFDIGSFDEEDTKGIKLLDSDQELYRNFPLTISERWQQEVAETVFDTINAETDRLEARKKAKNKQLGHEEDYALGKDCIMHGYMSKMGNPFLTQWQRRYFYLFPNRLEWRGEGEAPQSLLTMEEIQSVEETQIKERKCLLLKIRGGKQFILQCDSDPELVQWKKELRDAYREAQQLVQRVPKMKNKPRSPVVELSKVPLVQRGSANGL
procasp7 counter: counter-screen: procaspase-7 (human) activation; P55210; activation, % at 8.5 µM; 330,000 compounds, 0.093% hits; recombinant procaspase-7, Ac-DEVD-pNA absorbance 405 nm; D23A/D198A/D206A triple mutant, cannot self-cleave; scale: DMSO 0, 5 µM enzyme 100;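 active = percent activation above the screen-wide mean plus 3 SD, cut at about 25% in these data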
Target sequence (P55210 whole entry D23A/D198A/D206A): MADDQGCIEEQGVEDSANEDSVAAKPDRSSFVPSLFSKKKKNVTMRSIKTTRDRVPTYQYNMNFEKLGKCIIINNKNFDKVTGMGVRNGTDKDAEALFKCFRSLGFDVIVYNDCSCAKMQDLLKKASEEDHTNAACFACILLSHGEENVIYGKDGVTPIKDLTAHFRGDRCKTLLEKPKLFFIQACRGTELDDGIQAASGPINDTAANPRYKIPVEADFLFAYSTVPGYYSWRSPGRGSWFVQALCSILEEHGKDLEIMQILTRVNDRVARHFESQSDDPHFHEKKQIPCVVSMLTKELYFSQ
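Replicates: singlicate. Assay system: Procaspase-7 triple mutant (PC-7 D3A). Signal: 405 nm absorbance of p-nitroaniline. Times: 1 h preincubation, 2 h reaction. Buffer or medium: Zinc-free HEPES pH 7.4 with 300 mM NaCl, 0.01% Triton X-100. Also added: DEVD-pNA substrate. Benchmarks: DMSO wells as 0%, DMSO with 5 µM added PC-7 as 100%.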
VLA-4 inh: inhibition in a human VLA-4 binding assay; P13612; VLA-4 expressing cells, ligand binding flow cytometry; inhibition, % (about 7 µM as worked out from the volumes in the protocol); 330,000 compounds, 0.2% hits; AID 2557; in the data active = inhibition above about 50%
Fh CTSL1 inh: cathepsin L1 inhibition, PFM18AAP counter-screen. inhibition, % at 5.96 µM. recombinant F. hepatica cathepsin L1, Z-Leu-Arg-MCA fluorescence. 300,000 compounds, 0.49% hits;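 active = inhibition above the mean of all tested compounds plus 3 SD, set per screening campaign, cut at about 17% in these data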;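 note: 0% = plate median of test compound wells and 100% = 1 µM Z-Phe-Ala-diazomethylketone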
PP5 inh: PP5 (human) phosphatase inhibition | P53041 | purified PP5c, OMFP substrate fluorescence | inhibition, % at 6.7 µM | 320,000 compounds, 0.18% hits;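 active = inhibition above the campaign's mean inhibition across all tested compounds plus 3 SD, cut at about 9.5% in these data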;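 note: 0% = DMSO only and 100% = 100 µM cantharidin control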
JMJD2C inh: blocks human GASC-1 demethylase activity. inhibition, % at 2.35 µM. Q9H3R0. AID 2099. 330,000 compounds, 0.069% hits. GST-JMJD2C(1-420) H3K9me3 demethylation, DELFIA europium;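 active = more than half of a compound's replicate wells show inhibition beyond 50%, single wells judged on their own value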;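 note: signal counts dimethyl H3K9 product captured on neutravidin plate; 0% = median of DMSO wells and 100% = 0.3 times that DMSO median; strong numbers were not always called active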
HCV core dimer: blocks dimerization of HCV core protein; AID 1899; inhibition, % at 5 µM; TR-FRET GST/Flag-core106 dimerization, 1536-well; 300,000 compounds, 0.33% hits;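 active = inhibition above the mean of all tested compounds plus 3 SD, set per screening campaign, cut at about 45% in these data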
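System: GST/Flag-tagged HCV core106 proteins. Incubation: compound-protein-antibody incubation 4 h at 22.5 °C. Technique: HTRF with 340 nm excitation, 617/671 nm emission. Medium: KF-containing HEPES buffer, pH 7.45, DTT, CHAPS, BSA. Read-out: inhibition (%) from 671 over 617 nm ratio. Also added: Eu(K)-anti-GST 90 ng/mL plus XL665-anti-Flag 1 µg/mL.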
Starred values were filed as active, the others as inactive; nt = not tested or not shown. Only part of the results is shown; rates above refer to the full screens.

| SMILES | PP1 inh | proCasp3 act | GRK2 aptamer HTS | procasp7 counter | VLA-4 inh | Fh CTSL1 inh | PP5 inh | JMJD2C inh | HCV core dimer |
| --- | --- | --- | --- | --- | --- | --- | --- | --- | --- |
| CN1CC=C(/C=C/c2ccc(-c3ccccc3)cc2)CC1 | 6 | 0 | 0 | -10 | 29 | -1 | 2.9 | -1 | -9 |
| CCCCn1c(O)c(C(CC)=Nc2cccc(C(=O)O)c2)c(=O)[nH]c1=O | 4 | -3 | 0 | -8 | 3 | 0 | 0.4 | 5 | -3 |
| O=c1cccc2n1CC1CC2CN(CC(O)CN2CC3CC(C2)c2cccc(=O)n2C3)C1 (configuration not stated) | 2 | -4 | 0 | 13 | 29 | -6 | 1.3 | 0 | -10 |
| CN1CCN(c2ccc(N)c(N3CCN(C)CC3)c2)CC1 | -1 | -5 | 0 | -7 | 10 | 2 | 0.2 | 5 | -6 |
| COC(=O)C1C(O)C(C)C(O)C(C)/C=C\C=C(/C)C(=O)Nc2c(C)c(OC(C)=O)c3c(c2O)C(=O)C(C)=C2OCOC(=C23)/C(C)=C/C(C)(O)C(O)C(C)C1O (configuration not stated) | -3 | 5 | 4 | -2 | -3 | 6 | 3.5 | -6 | -11 |
| C#C[C@]1(O)CC[C@H]2[C@@H]3CCC4=Cc5nc6nc7ccccc7n6cc5C[C@]4(C)[C@H]3CC[C@@]21C | -3 | -9 | 2 | -2 | -25 | -6 | 3.5 | nt | 3 |
| CCC(=O)N1CC(=O)Nc2ccc(Cl)cc2C1c1ccc(F)cc1 (configuration not stated) | -2 | -3 | 1 | -2 | -5 | -3 | -0.2 | 12 | 2 |
| CCC(C)C(NC(=O)CCCNC(=O)CCC(=O)OC1O[C@H]2OC3(C)CC[C@H]4[C@H](C)CCC(C1C)C24OO3)C(=O)O (some centres not stated) | 0 | -1 | 1 | 3 | 3 | -5 | -1.0 | -6 | 5 |
| Cc1ccc(S(=O)(=O)N2CC2(C)CCl)cc1 (configuration not stated) | -5 | 6 | 1 | -10 | 8 | 20* | -1.9 | 5 | 3 |
| C/C(=N\NC(=S)Nc1ccccc1)c1c(O)n(C)c(=O)n(C)c1=O | 0 | -9 | 1 | -15 | 6 | 2 | 0.1 | 6 | 7 |
| CC(NS(=O)(=O)OCC(Cl)(Cl)Cl)c1ccccc1 (configuration not stated) | -1 | 14 | 3 | -6 | 14 | -1 | 0.9 | 0 | -2 |
| COC(=O)C1=C(c2c(C)noc2C)C[C@@H]2CC[C@H]1N2C(=O)N1CCOCC1 | -2 | 4 | 0 | 8 | 0 | nt | 3.4 | 4 | nt |

An excerpt from above in order of number of heavy atoms, falling:
| SMILES | PP1 inh | proCasp3 act | GRK2 aptamer HTS | procasp7 counter | VLA-4 inh | Fh CTSL1 inh | PP5 inh | JMJD2C inh | HCV core dimer |
| --- | --- | --- | --- | --- | --- | --- | --- | --- | --- |
| COC(=O)C1C(O)C(C)C(O)C(C)/C=C\C=C(/C)C(=O)Nc2c(C)c(OC(C)=O)c3c(c2O)C(=O)C(C)=C2OCOC(=C23)/C(C)=C/C(C)(O)C(O)C(C)C1O (configuration not stated) | -3 | 5 | 4 | -2 | -3 | 6 | 3.5 | -6 | -11 |
| O=c1cccc2n1CC1CC2CN(CC(O)CN2CC3CC(C2)c2cccc(=O)n2C3)C1 (configuration not stated) | 2 | -4 | 0 | 13 | 29 | -6 | 1.3 | 0 | -10 |
| COC(=O)C1=C(c2c(C)noc2C)C[C@@H]2CC[C@H]1N2C(=O)N1CCOCC1 | -2 | 4 | 0 | 8 | 0 | nt | 3.4 | 4 | nt |
| CN1CCN(c2ccc(N)c(N3CCN(C)CC3)c2)CC1 | -1 | -5 | 0 | -7 | 10 | 2 | 0.2 | 5 | -6 |

Some values from above:
Cc1ccc(S(=O)(=O)N2CC2(C)CCl)cc1 (configuration not stated) @ Fh CTSL1 inh: 20*
COC(=O)C1C(O)C(C)C(O)C(C)/C=C\C=C(/C)C(=O)Nc2c(C)c(OC(C)=O)c3c(c2O)C(=O)C(C)=C2OCOC(=C23)/C(C)=C/C(C)(O)C(O)C(C)C1O (configuration not stated) @ procasp7 counter: -2

Next part
| SMILES | PP1 inh | proCasp3 act | GRK2 aptamer HTS | procasp7 counter | VLA-4 inh | Fh CTSL1 inh | PP5 inh | JMJD2C inh | HCV core dimer |
| --- | --- | --- | --- | --- | --- | --- | --- | --- | --- |
| Cc1ccnc(-n2c(C)nc3ccccc3c2=O)c1 | -1 | 3 | 0 | 5 | -6 | 2 | 1.3 | -2 | 4 |
| CC1COC2N=C(N[N+](=O)[O-])NC2O1 (configuration not stated) | -2 | -6 | 2 | 0 | 10 | -7 | 2.5 | 13 | -4 |
| CC1(C)C(c2ccccc2)=NC(c2cccnc2)N1O (configuration not stated) | -3 | -5 | 0 | 5 | -6 | 5 | 2.0 | 10 | 0 |
| CC1(C)CC(=O)C(C=NCCN2CCN(C(=O)Cc3ccc(Cl)cc3)CC2)=C(O)C1 | -3 | -3 | 0 | 9 | 4 | -1 | -3.8 | -32 | -7 |
| COc1ccc(-n2c(SC)nc3ccccc3c2=O)cc1 | 1 | 5 | 0 | 7 | 3 | 1 | 0.4 | 4 | 7 |
| Cc1sc2nc(COC(=O)Cc3ccccc3)[nH]c(=O)c2c1C | 2 | 0 | 0 | 7 | 31 | -2 | -1.3 | -8 | 0 |
| OC12CCCCC1C(c1ccccc1)NCC2 (configuration not stated) | -2 | 1 | 2 | -5 | 18 | -2 | 0.4 | 38 | -1 |
| C[N+]12CCC(CC1)C(=C(c1ccccc1)c1ccccc1)C2 | -2 | -13 | 7 | -4 | 20 | -5 | 0.8 | 0 | -6 |
| COC(=O)C1C2c3ccccc3C(c3ccccc32)C1C(=O)OC (configuration not stated) | -4 | 9 | 3 | -2 | 3 | 2 | -0.7 | 5 | 1 |
| C=CC(C)C(C(=O)c1ccccc1)N(C)C (configuration not stated) | -4 | -1 | 1 | 8 | 1 | 1 | 2.6 | -4 | -5 |
| O=[N+]([O-])c1ccc(NCc2ccccc2)c2nonc12 | -29 | -11 | 0 | -17 | -159 | 6 | -22 | 1 | -7 |
| COc1ccc(C(=O)OC2CC3CCC(C2)[N+]3(C)[O-])cc1OC (configuration not stated) | 0 | 6 | 3 | -4 | 6 | -1 | 0.8 | 5 | 3 |

A different layout for two compounds above.
Each structure is followed by: PP1 inh	proCasp3 act	GRK2 aptamer HTS	procasp7 counter	VLA-4 inh	Fh CTSL1 inh	PP5 inh	JMJD2C inh	HCV core dimer
- CC(NS(=O)(=O)OCC(Cl)(Cl)Cl)c1ccccc1 (configuration not stated)
  -1	14	3	-6	14	-1	0.9	0	-2
- CN1CC=C(/C=C/c2ccc(-c3ccccc3)cc2)CC1
  6	0	0	-10	29	-1	2.9	-1	-9

Going on with the list.
| SMILES | PP1 inh | proCasp3 act | GRK2 aptamer HTS | procasp7 counter | VLA-4 inh | Fh CTSL1 inh | PP5 inh | JMJD2C inh | HCV core dimer |
| --- | --- | --- | --- | --- | --- | --- | --- | --- | --- |
| CN(C)c1cc[n+](CC(O)C[n+]2ccc(N(C)C)cc2)cc1 | 6 | -2 | 1 | 0 | 31 | 0 | 2.8 | -5 | 6 |
| Cc1ccc(/C=C2/C(=O)NC(=O)N(CCc3ccc(F)cc3)C2=O)o1 | 2 | -5 | 3 | -15 | -4 | 2 | -3.5 | 1 | 13 |
| O=[N+]([O-])c1cccc2c([N+](=O)[O-])cccc12 | -3 | 10 | 2 | 9 | 9 | nt | 4.6 | 3 | nt |
| CCN(CC)c1ccc(N=Cc2c(O)n(CCC3=CCCCC3)c(=O)[nH]c2=O)cc1 | 1 | -3 | 0 | 0 | -91 | 1 | 4.3 | -13 | 3 |
| Cc1ccc(-c2nn(Cc3ccccc3)cc2C=O)cc1 | 2 | 3 | 1 | 6 | 11 | 0 | 5.3 | 8 | -1 |
| Cc1cc(NC(=O)CCl)on1 | -5 | -8 | 3 | -3 | 4 | 7 | -1.1 | -5 | -2 |
| O=C(COc1ccc(S(=O)(=O)N2CCCCC2)cc1)N1CCN(Cc2ccccc2)CC1 | 1 | 4 | 0 | -10 | 22 | -3 | 3.3 | 7 | 2 |
| O=c1[nH]c(=S)n(-c2ccccc2)c(O)c1/C=N/N1CCCCC1c1cccnc1 (configuration not stated) | -1 | 4 | 33 | -12 | -88 | 5 | 2.2 | -2 | 0 |
| CCN1C[C@]2(CO)CC[C@H](OC)[C@@]34C2[C@H](OC)[C@@](O)(C13)[C@@]1(O)C[C@H](OC)[C@H]2C[C@@H]4[C@@H]1[C@H]2OC | -4 | 6 | 1 | 9 | -2 | -4 | 2.4 | -11 | -2 |
| Cc1ccc(C(=O)Nc2ccc(-n3ccnc3P(=O)(O)c3ccccc3)cc2)cc1 | 10 | -5 | 0 | 3 | 0 | -3 | -0.4 | 0 | -7 |
| C#CC[N+]1(C)[C@@H]2CC(OC(=O)C(CO)c3ccccc3)C[C@H]1C(O)C2 (some centres not stated) | -2 | 3 | 0 | 11 | 12 | 1 | 0.5 | 4 | -2 |
| CCC1(CC)C(=O)N(C)C(=O)NC1=NC | -6 | -8 | 0 | 1 | 1 | 0 | -1.8 | 2 | -4 |
| O=C1NC(=O)N(CCNc2ncc(C(F)(F)F)cc2Cl)C(=O)C1/C=N/OCc1c(F)cccc1Cl (configuration not stated) | 0 | -15 | 3 | -4 | 5 | 3 | 0.5 | 14 | 7 |
| CCC1(CC)C(=N)N(C)C(=O)NC1=O | -3 | 7 | 1 | 2 | 10 | 1 | 1.7 | 11 | -3 |
| CCCCSP1(=S)NCCCN1 | 4 | -9 | 0 | -19 | -8 | 0 | -0.1 | nt | -6 |
| CCNc1nc2[nH]c(=O)c3c(c2s1)OC(N)=C(C#N)C3c1cccs1 (configuration not stated) | 2 | -5 | 2 | 10 | -3 | 4 | 2.9 | 4 | -3 |
| COc1cccc(CN2CCN(C(=O)COc3ccc4ccccc4c3)CC2)c1 | -1 | 6 | 0 | 3 | -8 | -3 | 1.4 | 0 | 4 |
| O=C1OC(c2ccc(Br)cc2)=N/C1=C\N1CC2CC(C1)c1cccc(=O)n1C2 (configuration not stated) | -1 | 1 | 2 | 3 | 14 | -1 | 3.2 | -10 | 2 |
| CC1CN(c2cc([N+](=O)[O-])ccc2Cl)CC(C)N1 (configuration not stated) | 1 | 7 | 0 | 6 | -2 | 1 | -0.2 | -3 | 2 |

Some entries already given, reduced to GRK2 aptamer HTS and HCV core dimer:
structure	GRK2 aptamer HTS	HCV core dimer
CCC1(CC)C(=N)N(C)C(=O)NC1=O	1	-3
CCCCSP1(=S)NCCCN1	0	-6
CCNc1nc2[nH]c(=O)c3c(c2s1)OC(N)=C(C#N)C3c1cccs1 (configuration not stated)	2	-3
COc1cccc(CN2CCN(C(=O)COc3ccc4ccccc4c3)CC2)c1	0	4
O=C1OC(c2ccc(Br)cc2)=N/C1=C\N1CC2CC(C1)c1cccc(=O)n1C2 (configuration not stated)	2	2
